# High-throughput results as filed in PubChem BioAssay.
# L3MBTL1 block = qHTS Assay for the Inhibitors of L3MBTL1; Lethal(3)malignant brain tumor-like protein 1 (Homo sapiens), Q9Y468; AlphaScreen L3MBTL1–H3K9me1 peptide binding; Potency, µM (top dose mostly 57.1 µM), without a hit: at the highest dose activity, negative = inhibition, most hits filed as inhibitors; 230,000 tested, 0.66% active; AID 485360, 2010; active = well fitted inhibition curve with a large enough effect; inconclusive = small, poorly fitted or top-dose-only effect; inactive = no such curve, though single readings can be large or run the other way; also: nearly all actives have a fitted effect of over 60% in size
# Target sequence (Q9Y468 whole entry, looked up): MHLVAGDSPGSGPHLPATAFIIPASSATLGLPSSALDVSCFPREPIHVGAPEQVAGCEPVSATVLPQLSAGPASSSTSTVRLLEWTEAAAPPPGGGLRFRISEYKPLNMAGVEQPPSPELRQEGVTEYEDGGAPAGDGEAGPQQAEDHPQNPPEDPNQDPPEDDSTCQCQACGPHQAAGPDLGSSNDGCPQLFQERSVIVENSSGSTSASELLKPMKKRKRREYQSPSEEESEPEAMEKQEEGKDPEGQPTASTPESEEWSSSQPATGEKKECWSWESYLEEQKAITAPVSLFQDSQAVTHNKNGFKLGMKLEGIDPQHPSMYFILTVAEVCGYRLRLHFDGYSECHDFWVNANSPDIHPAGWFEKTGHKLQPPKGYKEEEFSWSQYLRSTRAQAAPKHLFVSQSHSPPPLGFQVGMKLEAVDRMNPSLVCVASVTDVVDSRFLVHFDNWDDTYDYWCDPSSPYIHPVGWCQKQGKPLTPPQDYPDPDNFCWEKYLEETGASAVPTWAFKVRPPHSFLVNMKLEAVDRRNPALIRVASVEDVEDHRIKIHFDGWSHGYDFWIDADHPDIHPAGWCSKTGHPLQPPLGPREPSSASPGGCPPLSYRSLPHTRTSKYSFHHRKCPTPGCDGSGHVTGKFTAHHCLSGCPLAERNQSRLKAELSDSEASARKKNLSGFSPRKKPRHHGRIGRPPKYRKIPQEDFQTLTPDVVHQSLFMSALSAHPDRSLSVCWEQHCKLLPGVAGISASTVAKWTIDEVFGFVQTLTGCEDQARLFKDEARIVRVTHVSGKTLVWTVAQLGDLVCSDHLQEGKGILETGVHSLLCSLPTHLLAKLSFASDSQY
#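 AlphaScreen proximity signal between nickel-chelate acceptor and streptavidin donor beads (final 10 ug/mL) reports binding of 50 nM L3MBTL1 to 75 nM biotin-H3 K9me1 peptide; complex incubated with compounds 30 min at room temperature; cefsulodin titration as control.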
# An asterisk follows results filed as active; ? = inconclusive; [ ] = another dose, or the depositor's remark. % is scaled to controls: 0 for no effect and ±100 for the full control effect; potency is read from the fitted curve at half-maximal effect. These rows are one share of the data; rates above refer to the full screens.
SMILES,L3MBTL1 block
COc1ccc(C(=O)Nc2nnc(Cc3ccc(OC)c(OC)c3)s2)c(OC)c1,-1.8%
COc1cccc(CNc2nnnn2C)c1,6.3%
CCC(C)c1ccc(NC(=O)COC(=O)CCNC(=O)c2ccco2)cc1 (stereo not drawn),3.4%
COc1cccc(/C(C)=N/N=C(\C)c2cccc(OC)c2)c1,16.1%
O=S(=O)(Nc1cccc(S(=O)(=O)N2CCCC2)c1)c1cccc(Br)c1,-2.3%
CC(OC(=O)c1nn(C)c(=O)c2ccccc12)C(=O)NC1CCCCC1C (stereo not drawn),4.1%
CCc1ccc(C(=O)C(C)OC(=O)c2nn(C)c(=O)c3ccccc23)cc1 (stereo not drawn),5.7%
CCN(CC(=O)NCc1cccs1)C(=O)/C=C/c1cccc(Cl)c1Cl,7.1%
COc1cccc(NC(=O)CN(C)C(=O)C(Sc2ccccc2)c2ccccc2)c1 (stereo not drawn),-15.1%
COc1ccc(NC(=O)c2ccc3c(c2)OCO3)cc1,-2.4%
COc1ccc(OC)c(NC(=O)CCN2CCN(c3ccccc3OC)CC2)c1,-3.1%
CCOc1ccc(NC(=O)CN(C)C(=O)c2cc([N+](=O)[O-])ccc2N2CCOCC2)cc1OCC,2.7%
CC(C)(C)NC(=O)C[C@H]1C[C@H](C(=O)N2CCCCC2)[C@@]2(C)c3[nH]c4ccc(Cl)cc4c3CCN2C1=O,?
O=C(C[C@@H]1C/C=C\C[C@H](NC(=O)OCC2c3ccccc3-c3ccccc32)C(=O)O[C@H](c2ccccc2)CNC1=O)NCCO,-4.0%
COCCN(Cc1nnc(-c2cccs2)o1)C(=O)c1cccc(S(=O)(=O)N2CCOCC2)c1,-1.5%
COc1ccc(CCNC(=O)c2cc3cccc(OC)c3oc2=O)cc1OC,5.1%
C[C@H](CO)N1C[C@H](C)[C@@H](CN(C)C(=O)Nc2ccccc2)Oc2c(NC(=O)Cc3ccccc3)cccc2C1=O,-2.4%
CCOc1cc(C(=O)N(C)CC(=O)Nc2cccc3ccccc23)ccc1OC,-2.2%
O=C(COC(=O)Cc1ccccc1F)NCCc1ccccc1,2.7%
COc1ccc(OCC(=O)OCC(=O)N2C(C)CCCC2C)cc1 (stereo not drawn),-0.7%
Cc1c(C2(O)CCCCC2)[nH]c2ccc(C(F)(F)F)cc12,-1.2%
Nc1c(N(Cc2ccco2)C(=O)c2ccc(Br)cc2)c(=O)[nH]c(=O)n1Cc1ccccc1,0.3%
CC1CCCCC1NC(=O)Cn1cnc2sccc2c1=O (stereo not drawn),7.5%
CC(Sc1nnc(C(F)(F)F)n1C)C(=O)Nc1ccc(N2CCOCC2)cc1 (stereo not drawn),4.8%
Cc1ccc(NC(=O)COC(=O)c2cc(=O)c3ccccc3o2)c(Br)c1,0.4%
O=C(C[n+]1cc(Br)cc2ccccc21)c1ccc(Br)cc1,-1.5%
Cc1cccc(-c2oc3ccccc3c2C#CCCO)c1,?
Cn1cccc1C(=O)NC(=O)COC(=O)c1ccc(S(C)(=O)=O)cc1,-0.9%
Nc1cc(Cl)ccc1C(=O)OCC(=O)NCc1cccs1,3.5%
N#Cc1ccc(C(=O)NNC(=O)c2ccncc2)cc1,-0.4%

# Fetched by compound from above, 2 records:
SMILES,L3MBTL1 block
Cc1c(C2(O)CCCCC2)[nH]c2ccc(C(F)(F)F)cc12,-1.2%
Cn1cccc1C(=O)NC(=O)COC(=O)c1ccc(S(C)(=O)=O)cc1,-0.9%

# Later entries.
SMILES,L3MBTL1 block
COc1ccc(CCN2CCCC(CN(C)Cc3cc(Cl)c(O)c(OC)c3)C2)cc1 (stereo not drawn),-1.3%
CC(C)[C@H](NC(=O)c1ccccc1Cl)C(=O)OCC(=O)Nc1ccc(S(=O)(=O)N2CCOCC2)cc1,-3.7%
Cc1nc(SCc2nc3c([N+](=O)[O-])cccc3[nH]2)c2oc3ccccc3c2n1,2.1%
O=C(O)CCCCCNC(=O)/C(=C\c1ccco1)NC(=O)c1ccco1,?
CC(C)C[C@@]12C(=O)N(c3cccc(Br)c3)C(=O)N1[C@H](c1ccc(F)cc1)[C@@H]1C(=O)N(C3CCCCC3)C(=O)[C@@H]12,-2.6%
CCOC(=O)CSc1nnc2c3ccccc3n(C)c2n1,5.6%
CN(CC(=O)NCc1cccnc1)S(=O)(=O)c1cc(Cl)ccc1Cl,-0.7%
CCN1C(=O)C(=O)N(CC(=O)c2[nH]c(C)c(C(C)=O)c2C)C1=O,0.0%
COc1ccc(-c2nnc(NC(=O)CS(=O)(=O)c3ccc(F)cc3)o2)cc1,1.7%
Cc1ccc(S(=O)(=O)/N=C(/Nc2ccc(O)c(C(=O)O)c2)c2ccccc2)cc1,3.8%
Cc1ccc(C(=O)COC(=O)c2nc3nccc(C)n3n2)c(C)c1,-5.7%
COc1ccccc1NC(=O)COC(=O)c1ccc2ccccc2n1,47.8%[activator]
Cc1cc(C)c2sc(N(CCCN(C)C)C(=O)c3ccc(S(=O)(=O)N4CCCc5ccccc54)cc3)nc2c1,-17.1%
O=C(COC(=O)C1=COCCO1)Nc1cc(Cl)c(Cl)cc1Cl,?
C#CCOCCOCCOCCNc1nc(N2CCN(C(=O)[C@H](CCCCN)n3cc(CCCC)nn3)CC2)nc(N2CCN(C(=O)[C@H](CCCCN)n3cc(CCC(=O)O)nn3)CC2)n1,4.1%
Cc1c2n(c3ccccc13)CCN(C)C2,1.9%
Cc1ccc(S(=O)(=O)NCC(=O)OC(C)C(=O)NC2CCCCC2C)cc1C (stereo not drawn),0.2%
CCOc1ccc2nc(NC(=O)Cn3c(C)csc3=O)sc2c1,1.6%
C=CCOC(=O)C1=C(C)NC(=O)NC1c1cc(Cl)cc(Cl)c1OC (stereo not drawn),6.2%
COc1ccc([N+](=O)[O-])cc1N1C(=O)c2cccnc2C1=O,?
COc1ccc(NC(=O)N(C)C[C@H]2Oc3ccc(NS(=O)(=O)c4ccc(F)cc4)cc3C(=O)N([C@H](C)CO)C[C@@H]2C)cc1,-0.1%
CN(CC(=O)NC(=O)Nc1ccccc1F)Cc1ccccc1,12.9%
CCC(CO)Oc1cc(NCc2ccccc2C)c2ncn(C(C)C)c2c1 (stereo not drawn),-7.2%
O=C(/C=C/c1cccc(F)c1)Nc1ccc(S(=O)(=O)N2CCOCC2)cc1,-4.7%
CCOC(=O)N1CCN(C(=O)CSC2=NS(=O)(=O)c3cc(Cl)ccc3N2)CC1,9.9%
CCOc1ccc(S(=O)(=O)N2CCN(C(=O)c3cc(-c4ccccc4)nn3-c3ccccc3)CC2)cc1,2.6%
CCC(C)(C)C1CCC2(CC1)NC(=O)N(CC(=O)N(C)Cc1ccc(OC(F)F)cc1)C2=O (stereo not drawn),3.9%
O=C(N/N=C/c1ccccc1C(=O)O)c1cccc(S(=O)(=O)N2CCOCC2)c1,-0.3%
CCOc1ccc(C(=O)Nc2cccc(-c3ccc(N4CCOCC4)nn3)c2)cc1OCC,4.7%
C=CCOc1c(Br)cc(/C=C2\SC(=Nc3ccccc3)NC2=O)cc1OC,-5.7%
CCN(CC(=O)Nc1c(F)cccc1F)C(=O)CSCC(=O)Nc1cccc(C)c1,-1.7%
Nc1nc(N)nc(-c2cc(O)ccc2O)n1,1.2%
O=C(Nc1ccc(F)cc1)c1cc2ccccc2o1,3.6%
CN(C(=O)COC(=O)c1nn(C)c(=O)c2ccccc12)c1c(N)n(Cc2ccccc2)c(=O)[nH]c1=O,4.1%
COc1ccc2sc(-c3ccc(N(C)C)cc3)c(C#CCO)c2c1,7.4%
Cc1oc2c(C)c3oc(=O)c(CCC(=O)NCCN4CCOCC4)c(C)c3cc2c1C,3.7%
Cc1ccc(SCC(=O)OC(C)C(=O)NC2CCCCC2C)c(C)c1 (stereo not drawn),45.1%[activator]
CCOC(=O)C(=O)NCC(c1ccco1)S(=O)(=O)c1cccs1 (stereo not drawn),4.7%
Clc1cccc(Cl)c1CN1CCN(c2ncccn2)CC1,-3.1%
Cc1noc(C)c1COc1ccc(C(=O)N2CCN(S(=O)(=O)c3ccc(Cl)cc3)CC2)cc1,1.0%
COc1ccc(C(=O)Nc2ccc(CN3CCOCC3)cc2)cc1Br,-4.1%
O=c1[nH]c(/C=C\c2cccc(C(F)(F)F)c2)nc(O)c1[N+](=O)[O-],6.3%
O=C(CSc1nc2ccccc2c(=O)n1-c1ccccc1F)NC1CC1,-4.9%
CC(=O)Nc1ccc(-c2sc(Nc3ccccc3)n[n+]2C)cc1,2.4%
CC1(C(=O)OCC(=O)Nc2ccc(Cl)cn2)CC1(Cl)Cl (stereo not drawn),-0.4%

# Entries from the list above with an aryl thioether with sulfur outside any ring:
SMILES,L3MBTL1 block
COc1cccc(NC(=O)CN(C)C(=O)C(Sc2ccccc2)c2ccccc2)c1 (stereo not drawn),-15.1%
CC(Sc1nnc(C(F)(F)F)n1C)C(=O)Nc1ccc(N2CCOCC2)cc1 (stereo not drawn),4.8%
Cc1nc(SCc2nc3c([N+](=O)[O-])cccc3[nH]2)c2oc3ccccc3c2n1,2.1%
CCOC(=O)CSc1nnc2c3ccccc3n(C)c2n1,5.6%
Cc1ccc(SCC(=O)OC(C)C(=O)NC2CCCCC2C)c(C)c1 (stereo not drawn),45.1%[activator]
O=C(CSc1nc2ccccc2c(=O)n1-c1ccccc1F)NC1CC1,-4.9%

# (cont.)
SMILES,L3MBTL1 block
Nc1c(C(=O)OCC(=O)Nc2ccc(OC(F)F)cc2)[nH]c(=O)[nH]c1=O,-27.0%
COc1ccc(NC(=O)COC(=O)C2CCN(C(=O)c3ccc(Cl)cc3)CC2)c([N+](=O)[O-])c1,-12.0%
CCOC(=O)c1c(C)[nH]c(C(=O)OCC(=O)N(CC(C)C)c2c(N)n(Cc3ccccc3)c(=O)[nH]c2=O)c1C,6.7%
CCCCn1c(N)c(N(CCOC)C(=O)c2cnccn2)c(=O)[nH]c1=O,4.0%
O=C(Cc1cccc(C(F)(F)F)c1)Nc1cc(S(=O)(=O)N2CCOCC2)ccc1N1CCCC1,-5.8%
CCOc1ccc(NC(=O)CN(C)C(=O)c2ccc(COc3ccccc3)cc2)cc1OCC,-2.2%
CCN(C(=O)COC(=O)CNS(=O)(=O)c1ccc2ccccc2c1)C1CCCCC1,-8.4%
COc1ccc(NS(=O)(=O)c2cccc(C(=O)N3CCCCCC3)c2)cc1,2.1%
COc1cccc(C(=O)Nc2ccc3[nH]ncc3c2)c1OC,4.0%
O=S(=O)(c1ccc2ccccc2c1)N1CCc2ccccc21,13.0%
Cc1cc(S(=O)(=O)Nc2ccc(C(=O)NCc3cccnc3)cc2)ccc1F,-10.4%
Cc1cc(C)c(OCC(=O)OCC(=O)N2CCc3ccccc3C2)c(C)c1,8.7%
Cc1ccc(OCCCC(=O)Nc2cc(Cl)ccc2-n2cncn2)cc1,0.9%
CC(=O)N1CCN(C(=O)CCNS(=O)(=O)c2ccc(Br)cc2)CC1,5.5%
O=[N+]([O-])c1ccc(N2CCN(Cc3ccncc3)CC2)cc1,2.2%
Cc1cc(C)n2nc(C(=O)OCC(=O)NC3CCCCC3)nc2n1,4.2%
O=C(O)Cn1c(SCCOc2ccc(Cl)cc2)nc2ccccc21,5.4%
O=C(NCCc1ccc(F)cc1)C1CCCO1 (stereo not drawn),7.7%
O=C(CCCOC(=O)c1ccc(O)cc1O)c1ccc(F)cc1,-1.0%
O=C(Nn1cnnc1)c1cc(Br)ccc1Cl,-1.5%
CC1CCCC(C)N1S(=O)(=O)c1ccc(Cl)cc1 (stereo not drawn),16.4%
N#Cc1ccc(C(=O)OCC(=O)NC(=O)NCc2ccccc2)cc1,7.1%
Cc1c(C(=O)Nc2ccc(S(=O)(=O)Nc3ncccn3)cc2)oc2ccccc12,-0.6%
Cc1ccc2c(c1)c1c3n2CCN(CC(N)=O)C3CCC1 (stereo not drawn),22.3%
CCC1(c2ccccc2)NC(=O)N(CC(=O)Nc2cc(Cl)ccc2N2CCN(C)CC2)C1=O (stereo not drawn),3.2%
CN(CC(=O)Nc1c(Cl)cccc1Cl)C(=O)CC1Sc2ccccc2NC1=O (stereo not drawn),-0.2%
Cc1ccc(C)c(NC(=O)COC(=O)c2ccc(S(=O)(=O)N3CCCCC3)cc2)c1,-4.9%
O=C(CNC(=O)c1ccc(Cl)cc1Cl)OCC(=O)N1CCCC1,-0.3%
CC1CCN(C(=O)COC(=O)c2ccc3c(c2)C(=O)N(Cc2ccco2)C3=O)CC1,-10.3%
COc1ccccc1NC(=O)C(C)N1C(=O)c2ccccc2C1=O (stereo not drawn),-4.8%
C[C@H](CO)N1C[C@H](C)[C@@H](CN(C)CC2CCCCC2)Oc2ccc(NC(=O)Cn3cnnn3)cc2C1=O,-3.9%
COc1ccc([C@@H]2CC=C(C(=O)O)[C@H](c3ccc(F)cc3)N2S(=O)(=O)c2ccc(Cl)cc2)cc1,6.7%
Cc1cc(C(=O)NNC(=O)c2ccc(Cl)cc2)c2ccccc2n1,-5.8%
O=C(NCCN1CCCC1)c1ccc(Br)cc1,-3.8%[2.29 µM]
CC(Sc1nc(N)cc(=O)[nH]1)C(=O)NCC(=O)Nc1ccc(F)c(F)c1F (stereo not drawn),2.0%
CC12CCC(C(=O)OC3CCCCC3)(OC1=O)C2(C)C (stereo not drawn),-2.5%
O=C(NCc1ccccc1F)C1CCCN1C(=O)Nc1cccc(F)c1 (stereo not drawn),-10.9%
OCC[C@H]1C[C@@H](O)[C@H](O)[C@@]2(CCc3ccccc3O2)O1,1.6%
O=C(CSc1nc2[nH]ncc2c(=O)[nH]1)Nc1cccc(Cl)c1,11.6%
Cc1noc(C)c1C(=O)OCC(=O)Nc1ccc(N2CCOCC2)cc1,-2.7%
O=C(N/N=C/c1ccc(Cl)cc1Cl)c1ccc(-n2cnnn2)cc1,2.5%
CCN(CC(=O)Nc1cc(Cl)ccc1C)C(=O)c1cc(S(=O)(=O)N2CCCCCC2)ccc1OC,-1.3%
O=C(N1CCOCCOc2ccccc2OCCOCC1)C(F)(F)F,-2.2%
